High-throughput results deposited in PubChem by several laboratories.
TAAR1 ag – human TAAR1 agonists, primary screen, Fluo-8 calcium fluorescence, CHO RD-HGA16 cells; Trace amine-associated receptor 1 (Homo sapiens), Q96RJ0; vehicle wells 0%, saturating PEA agonist 100%; activation, % at 3 µM; 360,000 tested, 0.99% active; AID 624467, 2012;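 active = activation above the mean activation of all test compounds in the run plus 3 SD, cut at about 38% in these data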
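Assay system – CHO-derived RD-HGA16 cells with stable Gα16 and human TAAR1 · Compound dosing – one-point dosing at 3 µM (nominal) · Incubation – 17-24 h seeding, 75 min 37 °C dye, 30 min RT · Measured by – kinetic Fluo-8 calcium fluorescence · Control set – DMSO vehicle as 0%, PEA at EC100 as 100% · Repeats – single well for each compound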
M5 PAM – human M5 muscarinic receptor positive allosteric modulators, primary screen, CHO-K1 cells, Fluo-8 calcium fluorescence | CHO-K1 hM5, ACh EC20 PAM; 0% = ACh EC20, 100% = ACh EC100 | activation, % at 3 µM | 360,000 tested, 0.3% active | AID 624038, 2012;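 active = activation above the run cutoff, the mean activation of all test compounds plus 3 SD, cut at about 18% in these data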
Target sequence (P08912 whole entry, looked up): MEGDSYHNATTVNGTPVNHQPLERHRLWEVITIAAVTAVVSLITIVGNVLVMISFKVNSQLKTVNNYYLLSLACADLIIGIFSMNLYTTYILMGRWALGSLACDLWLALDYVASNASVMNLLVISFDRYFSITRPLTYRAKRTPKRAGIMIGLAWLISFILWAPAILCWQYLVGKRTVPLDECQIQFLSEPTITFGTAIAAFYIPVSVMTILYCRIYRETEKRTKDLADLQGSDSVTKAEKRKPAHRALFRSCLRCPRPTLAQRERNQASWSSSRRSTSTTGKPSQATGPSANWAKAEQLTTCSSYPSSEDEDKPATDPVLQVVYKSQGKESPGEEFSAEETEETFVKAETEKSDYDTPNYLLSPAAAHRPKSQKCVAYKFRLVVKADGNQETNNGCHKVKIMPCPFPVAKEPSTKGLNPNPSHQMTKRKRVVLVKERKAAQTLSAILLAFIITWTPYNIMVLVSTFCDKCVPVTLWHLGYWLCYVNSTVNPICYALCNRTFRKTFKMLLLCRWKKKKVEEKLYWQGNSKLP
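System – CHO-K1 hM5 cells · Compound – 3 µM, single dose · Incubation – compound preincubation 140 s before EC20 acetylcholine addition · Technique – Fluo-8 calcium fluorescence · Measure – Max/basal fluorescence ratio as % of EC20–EC100 ACh window · Benchmarks – low control EC20 acetylcholine (0%), high control EC100 acetylcholine (100%) · Replication – singlicate, one well per test compound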
M4 PAM – human M4 muscarinic receptor positive allosteric modulators, primary screen, CHO-K1 cells, Fluo-8 calcium fluorescence | CHO-K1 hM4/Gqi5, ACh EC20; 0% = ACh EC20, 100% = maximal ACh | activation, % at 3 µM | 360,000 tested, 0.4% active;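 active = activation above its plate's cutoff, the mean activation of sample wells plus 3 SD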; note: some results filed as inactive read as strong as hits
Target sequence (P08173 whole entry, looked up): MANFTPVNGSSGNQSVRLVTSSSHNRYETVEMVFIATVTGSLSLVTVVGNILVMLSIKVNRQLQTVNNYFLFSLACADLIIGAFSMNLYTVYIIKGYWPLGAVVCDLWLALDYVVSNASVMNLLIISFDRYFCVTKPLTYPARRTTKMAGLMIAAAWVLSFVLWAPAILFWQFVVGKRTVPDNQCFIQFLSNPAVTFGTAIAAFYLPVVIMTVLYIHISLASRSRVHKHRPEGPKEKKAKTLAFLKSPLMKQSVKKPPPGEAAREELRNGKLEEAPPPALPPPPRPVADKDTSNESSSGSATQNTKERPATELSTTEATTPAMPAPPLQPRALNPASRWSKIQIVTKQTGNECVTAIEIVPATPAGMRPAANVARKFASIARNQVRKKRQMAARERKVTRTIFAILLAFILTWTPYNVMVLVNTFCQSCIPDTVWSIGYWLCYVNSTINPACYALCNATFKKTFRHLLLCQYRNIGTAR
CRFBP-R2 block – antagonists of CRF-BP/CRF-R2 complex, primary screen, cell-based, HEK293, calcium dye fluorescence, uHTS. 350,000 tested, 0.59% active. CRF-induced calcium fluorescence. inhibition, % at 11.8 µM;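 active = inhibition of the ligand-induced calcium signal above about 50% at the single tested concentration, limit read from the data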
CRFR2-BP ag – agonists of CRF-BP/CRF-R2 complex, primary screen, cell-based, HEK293, calcium dye fluorescence, uHTS; AID 588473, 2011; CRF-binding protein / CRF receptor 2 complex (human); 350,000 tested, 0.46% active; activation, % at 13.2 µM; calcium dye fluorescence (FLIPR); percent of saturating CRF peptide response;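 active = activation of at least 50%, plus an integration ratio under a set limit after plate pattern correction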;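 note: plate controls were neutral control wells without compound for no effect and CRF at EC100 for full effect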
TAAR1 antag – human TAAR1 antagonists, primary screen, Fluo-8 calcium fluorescence, CHO RD-HGA16 cells. Trace amine-associated receptor 1 (Homo sapiens), Q96RJ0. antagonist. inhibition, % at 3 µM. 360,000 tested, 1.5% active. AID 624466, 2012;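 active = inhibition above a per-plate cutoff, the mean inhibition of test compounds on that plate plus 3 SD, cut at about 49% in these data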;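 note: 0% = DMSO plus EC80 beta-PEA response and 100% = DMSO alone without agonist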
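Test system – hTAAR1-expressing CHO RD-HGA16 cells, Gα16-coupled · Reagent – β-PEA at EC80 concentration, post-compound challenge · Compound dosing – 3 µM, single point · Timing – 140 s kinetic read after compound, 140 s after agonist · Detection – Fluo-8 intracellular calcium dye fluorescence, real-time kinetic reads · Control set – DMSO and EC80 PEA controls · Repeats – n of 1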
CHRM5 antagonist – human M5 muscarinic receptor antagonists, primary screen, CHO cells, Fluo-8 calcium fluorescence; Muscarinic acetylcholine receptor M5 (Homo sapiens), P08912; CHO-hM5 cells, ACh EC80; inhibition, % at 3 µM; 360,000 tested, 0.59% active; AID 624040, 2012;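 active = inhibition above a per-plate cutoff, the mean of that plate's test compounds plus 3 SD, cut at about 27% in these data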;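 note: 0% = acetylcholine EC80 with DMSO and 100% = DMSO without agonist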
M5 ag – human M5 muscarinic receptor agonists, primary screen, CHO-K1 cells, Fluo-8 calcium fluorescence | Muscarinic acetylcholine receptor M5 (Homo sapiens), P08912 | CHO-K1 hM5 cells; 0% DMSO wells, 100% maximal acetylcholine response | activation, % at 3 µM | 360,000 tested, 0.19% active;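 active = activation above the run's mean over test compounds plus 3 SD, cut at about 23% in these data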;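 note: signal is peak over basal fluorescence ratio across the kinetic read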
CHO-K1 Ca PAM – nonselective calcium activators in parental CHO-K1 cells, primary screen, counter-screen for M1 PAM project, cell-based, Fluo-8 calcium fluorescence, full deck, 1536-well | 360,000 tested, 0.02% active | ATP EC20; 0% at ATP EC20, 100% at ATP max | activation, % at 3 µM;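 active = activation above the run cutoff, the mean activation of all test compounds plus 3 SD, cut at about 40% in these data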;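 note: peak over basal fluorescence ratio in a 140 s read after ATP addition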
* = called active by the depositor; x = not tested or not shown.

SMILES	TAAR1 ag	M5 PAM	M4 PAM	CRFBP-R2 block	CRFR2-BP ag	TAAR1 antag	CHRM5 antagonist	M5 ag	CHO-K1 Ca PAM
Cc1c(NC(=O)/C=C/c2cn(-c3ccccc3)nc2-c2ccccc2)c(=O)n(-c2ccccc2)n1C	12	-4	1	10	-0.7	52*	-3	-2	16
CCCCCCCCNS(=O)(=O)CCNCc1ccc(OC)cc1	5	-1	-7	115*	-0.7	-4	-5	0	-1
O=C(NCC(c1ccco1)N1CCN(c2ccccc2F)CC1)C1CCCCC1 (centres undefined)	-1	10	-1	-9	-0.2	-25	-8	1	19
COc1cc(OC)c2ccc(=O)oc2c1C(CC(=O)N1CCCC1)c1ccc(N(C)C)cc1 (centres undefined)	1	3	9	-4	-1.6	-18	10	3	24
CCOC(=O)N(C)c1c(CC)nc2c(OCc3ccc(F)cc3)cccn12	-2	-4	3	x	x	-13	1	-2	14
Cc1cc(C)n(CCCNC(=O)c2ccc(S(=O)(=O)NCc3ccco3)cc2)n1	6	-2	8	-20	3.4	1	-11	-1	16
Cc1c(Cl)cccc1NC(=O)CSC(N)=O	1	-2	9	-25	0.1	-32	8	4	-4
c1ccc2c(c1)nc1n2CCC1	11	-1	5	5	3.3	-19	-1	3	-12
CCCCCC1CC(CC(=O)NC(=S)Nc2ccc([N+](=O)[O-])cc2)C(=O)O1 (centres undefined)	9	-18	-8	-20	-0.7	10	8	-6	21
N#Cc1c(N2CCN(C(=O)c3ccccc3Cl)CC2)nc(-c2ccccc2)c2c1CCCC2	-1	-10	-4	-18	6.5	8	-7	-9	16
O=C1N=C(N2CCOCC2)CS1	16	0	1	-6	0.6	-2	1	2	7
C/C(Cl)=C/CSc1nc2c(c(=O)[nH]c(=O)n2C)n1C(C)C	-2	6	7	-9	-1.0	3	2	-10	9
COc1ccc(-n2c(SCC(=O)N3CCC(C(=O)O)CC3)nc3ccccc3c2=O)cc1OC	-1	3	-6	-4	-0.3	-6	-1	-2	3
CCCOc1ccc(C(=O)Nc2ccc(S(=O)(=O)N3CCN(C)CC3)cc2)cc1	8	2	-6	-19	-1.4	11	10	-8	14
O=[N+]([O-])c1cccc(C=NNc2ccccc2)c1	2	4	0	-17	-1.4	9	5	0	10
CS(=O)(=O)c1ccc(NC(=O)CCN2C(=O)C3CC=CCC3C2=O)cc1 (centres undefined)	0	0	3	-13	0.7	-12	6	3	-15
COC(=O)C1C(=O)C2=C(CC1C)Nc1ccccc1NC2c1cccs1 (centres undefined)	9	7	-2	-22	-1.7	1	-6	0	4
COC1OC(CO)C(N(C)C(C)=O)C1O (centres undefined)	0	-1	0	-2	5.2	-11	7	0	4
COc1ccc(N(C(=O)c2ccco2)S(=O)(=O)c2cc(OC)ccc2OC)cc1	2	8	15	-6	-2.3	-8	-10	-4	-10
COc1ccc(NC(=O)CN(C)C(=O)CSc2nc3ccccc3s2)cc1	6	2	-1	17	-0.8	15	3	-1	-11
O/N=C/c1cn(-c2ccccc2)nc1-c1ccc2c(c1)OCCO2	4	-3	3	2	-1.9	-16	9	2	15
c1ccc2sc(N3CCCN(Cc4nc(-c5cnccn5)no4)CC3)nc2c1	3	-1	-9	2	0.0	-23	7	0	-2
COc1ccc(/C=C/C(=O)Nc2cc(C)nn2-c2nc3ccccc3[nH]2)cc1	1	-6	10	-27	2.0	46	13	0	-6
NC(=O)c1cc(S(=O)(=O)NCc2cccs2)cs1	2	6	-3	2	-0.8	-9	-2	3	-5
CCN(CC)C(=O)Oc1ccc2c(=O)c(-c3ccc(OC)cc3)coc2c1	9	-7	-3	-1	-0.5	38	3	-1	21

Among those listed so far, these have two or more sulfur atoms:
SMILES	TAAR1 ag	M5 PAM	M4 PAM	CRFBP-R2 block	CRFR2-BP ag	TAAR1 antag	CHRM5 antagonist	M5 ag	CHO-K1 Ca PAM
COc1ccc(NC(=O)CN(C)C(=O)CSc2nc3ccccc3s2)cc1	6	2	-1	17	-0.8	15	3	-1	-11
NC(=O)c1cc(S(=O)(=O)NCc2cccs2)cs1	2	6	-3	2	-0.8	-9	-2	3	-5

Following part:
SMILES	TAAR1 ag	M5 PAM	M4 PAM	CRFBP-R2 block	CRFR2-BP ag	TAAR1 antag	CHRM5 antagonist	M5 ag	CHO-K1 Ca PAM
CCN(CC)S(=O)(=O)c1cc(OC)c(C)cc1C	3	-2	3	69*	-2.0	-11	-9	-3	3
CC(=O)Nc1ccc(Nc2nc(-c3sc(NC(C)=O)nc3C)cs2)cc1	0	-5	-1	12	1.1	15	4	1	1
Cc1csc(NC(=O)c2c(-c3c(F)cccc3Cl)noc2C)n1	2	5	0	7	-0.4	-10	-5	-5	11
CCOc1cc(/C=C2\CN(CC)C/C(=C\c3ccc(O)c(OCC)c3)C2=O)ccc1O	11	1	-6	-4	0.3	12	9	4	6
Cc1noc(C)c1S(=O)(=O)Nc1ccccc1Cl	0	-6	-6	0	-1.0	-22	12	-4	-11
CCCc1cc(=O)[nH]c(SCCCCN2C(=O)c3ccccc3C2=O)n1	2	1	1	-8	-0.9	13	6	1	-9
COCc1c(C(=O)N/N=C/C2CC=CCC2)nnn1-c1nonc1N (centres undefined)	8	6	-3	-18	-1.3	9	-5	-1	28
O=C(O)CCC(=O)Nc1ccc(Oc2ncnc3cc(Cl)ccc23)nc1	2	8	0	3	-0.8	-32	-5	3	-11
O=C1C(=NO)CCCc2ccccc21	1	5	0	-6	-0.4	-1	16	2	-13
CC1CCc2nc(NC(=O)CN3CCN(c4ccc(F)cc4)CC3)sc2C1 (centres undefined)	18	-2	14	-28	0.4	-1	-1	-5	16
COc1ccccc1NC(=O)CN1C(=O)C(C)Oc2ccccc21 (centres undefined)	17	-1	12	23	-5.2	-17	-8	-4	0
Clc1ccc2oc(-c3ccccc3)nc2c1	7	9	6	-3	-0.8	-9	6	-8	10
Cc1ccc(-c2noc(N=O)c2NO)cc1	-1	5	-7	4	-1.5	4	-12	4	-4
CC(=O)NC1C(=O)N(CCN2CCOCC2)c2ccc(Br)cc21 (centres undefined)	2	5	3	2	0.7	-14	-2	2	0
COc1cc(-c2nc(-c3ccc4c(c3)-c3ccccc3S4(=O)=O)c(-c3ccccc3)[nH]2)cc(OC)c1OC	7	-16	-13	-8	2.7	48	17	0	-1
O=C(COC(=O)c1cncc(Br)c1)NCC12CC3CC(CC(C3)C1)C2	2	-8	-1	-16	0.4	-24	3	-1	-17
Cc1cc(C)nc(NS(=O)(=O)c2ccc(N3C(=O)C4C5C=CC(C5)C4C3=O)cc2)n1 (centres undefined)	1	0	-3	17	2.2	-8	2	-1	13
Cc1cccc(CC(C)NC(=O)c2cc(COc3ccc(F)cc3F)on2)n1 (centres undefined)	88*	-3	1	9	-1.9	99*	7	-3	-9
COc1ccccc1CN1C[C@@H]2C[C@@H](c3ccc(C)c(C)c3)N3CCC[C@@]23C1=O	-1	-2	-12	-16	-2.1	3	-15	-9	4
COc1cc(N)c2ncccc2c1OC	1	-3	-2	7	-0.7	2	15	4	5
O=c1[nH]c(SCCOc2ccccc2F)nc2ccccc12	-4	-1	-17	-2	-2.8	-3	3	-8	17
CC1(C)Cc2cccc(OCC(=O)N3CCN(c4ccccc4)CC3)c2O1	20	-1	0	5	1.6	5	2	1	15
COc1ccccc1CNS(=O)(=O)c1cccs1	-1	6	3	8	0.2	-22	-5	-2	-3
O=C(NCCCNC(=O)c1ccc(-c2cc(Cl)ccc2Cl)o1)c1cnccn1	13	-2	-5	-17	-1.4	24	15	-1	4
CCOC(=O)N1CCN(C(=O)c2ccc(CS(=O)(=O)c3c(Cl)cccc3Cl)o2)CC1	1	0	3	11	0.8	-13	2	2	14
Further structures
SMILES	TAAR1 ag	M5 PAM	M4 PAM	CRFBP-R2 block	CRFR2-BP ag	TAAR1 antag	CHRM5 antagonist	M5 ag	CHO-K1 Ca PAM
Cc1ccc(Nc2nnc(SCC(=O)NC3CCS(=O)(=O)C3)s2)c(C)c1 (centres undefined)	1	4	-7	24	-4.4	-22	4	-2	10
Cc1c(Br)cc(C(=O)NCCCN2CCOCC2)c(C)c1C	12	2	-4	19	-1.9	9	-4	0	-1
Cn1cc(C(=O)N/N=C/c2ccc3c(c2)OCO3)c2ccccc21	10	1	-1	1	-2.8	9	7	0	5
O=[N+]([O-])c1ccccc1OCCCN1CCOCC1	0	-5	0	18	-2.1	10	6	-6	16
Cc1c(N=Nc2ccc(N(C)C)cc2)c(=O)n(-c2ccccc2)n1C	-1	5	-3	7	-0.6	-27	-6	-2	-23
COc1ccc(-n2c(C)n[nH]c2=O)cc1OC	0	-2	7	-6	0.3	6	-3	0	18
CCN1CCN(S(=O)(=O)c2ccc(Cl)c(C(=O)Nc3cc(Cl)ccc3N3CCOCC3)c2)CC1	1	12	0	-10	0.8	-12	-23	-6	19
O=C(COc1ccc(Br)cc1)NCCCn1ccnc1	0	0	-2	2	-1.6	3	2	-6	11
CCCCn1c(N)c(N(CCC(C)C)C(=O)c2ccccc2-n2cnnn2)c(=O)[nH]c1=O	3	6	7	16	-0.6	-24	0	-2	12
CCN(CC)CCNC(=O)Cc1c(C(=O)O)n(C)c2ccccc12	11	2	3	9	-1.1	7	-6	-8	20
Cc1cc(C)cc(C(O)c2ncc(-c3ccc(C(F)(F)F)cc3)[nH]2)c1 (centres undefined)	10	2	0	x	x	-1	-5	3	23
O=C(NCCc1ccccc1)Nc1ccc(Cl)cc1	47*	-8	-10	25	1.0	37	12	1	20
CCC(=O)NNC(=O)CSc1nnc(-c2ccccc2)c(-c2ccccc2)n1	0	-8	-8	7	-2.3	1	12	0	-6
COc1cc(C(=O)NNC(=O)COc2ccc(Cl)cc2)ccc1OCC(=O)N1CCOCC1	8	4	17	-3	-1.2	0	9	-1	13
COC(=O)C[C@H]1CC[C@H](NC(=O)Nc2ccccc2OC)[C@@H](CO)O1	2	2	-1	x	x	5	1	1	x
Clc1ccc(SCNc2ccccc2Cl)cc1	-2	0	1	-20	0.5	2	8	-3	-20
